E coli growth – bacterial growth inhibition, counter-screen for AddAB inhibitors; E. coli V3065 growth, OD600 absorbance, 18 h; inhibition, % at 11.9 µM; 0.27% of 330,000 active;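 active = inhibition above the campaign's mean inhibition across all tested compounds plus 3 SD, cut at about 9.9% in these data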;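 note: uninfected addAB+ strain grown without phage in ampicillin broth; 0% = DMSO wells and 100% = ciprofloxacin 0.95 µg/ml wells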
phage Ecoli inh – E. coli growth loss with phage present | growth absorbance | inhibition, % at 11.9 µM | 0.26% of 360,000 active | AID 651602; in the data active = inhibition above about 11%
AddAB inh – less growth of phage-infected E. coli with AddAB | E. coli expressing H. pylori AddAB, absorbance growth | inhibition, % at 11.9 µM | 0.29% of 330,000 active | AID 435030; in the data active = inhibition above about 12%;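 note: 0% = vehicle wells of infected cells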
PfHsp90 set2 – inhibits growth of yeast expressing Plasmodium falciparum Hsp90; inhibition, % at 9.4 µM; S. cerevisiae expressing PfHsp90, BacTiter-Glo ATP, 48 h; yeast lacking PDR1 and PDR3 efflux regulators; AID 504621; 0.32% of 310,000 active;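 active = every replicate shows inhibition above about 80%, whatever the replicate mean, limit read from the data; inconclusive = mean inhibition reaches the set limit but some replicate falls short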;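 note: 0% = DMSO neutral controls and 100% = 20 µM radicicol positive controls; yeast relying on Plasmodium falciparum Hsp90 in place of its own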
DAGLB inh – diacylglycerol lipase beta (human) inhibition. Q8NCG7. HEK293T DAGLB membrane lysate, EnzChek fluorogenic substrate. inhibition, % at 5.17 µM. 0.059% of 340,000 active. AID 504411; in the data active = inhibition above about 34%;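 note: 0% = enzyme with vehicle and 100% = wells lacking enzyme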
Target sequence (Q8NCG7 whole entry, looked up): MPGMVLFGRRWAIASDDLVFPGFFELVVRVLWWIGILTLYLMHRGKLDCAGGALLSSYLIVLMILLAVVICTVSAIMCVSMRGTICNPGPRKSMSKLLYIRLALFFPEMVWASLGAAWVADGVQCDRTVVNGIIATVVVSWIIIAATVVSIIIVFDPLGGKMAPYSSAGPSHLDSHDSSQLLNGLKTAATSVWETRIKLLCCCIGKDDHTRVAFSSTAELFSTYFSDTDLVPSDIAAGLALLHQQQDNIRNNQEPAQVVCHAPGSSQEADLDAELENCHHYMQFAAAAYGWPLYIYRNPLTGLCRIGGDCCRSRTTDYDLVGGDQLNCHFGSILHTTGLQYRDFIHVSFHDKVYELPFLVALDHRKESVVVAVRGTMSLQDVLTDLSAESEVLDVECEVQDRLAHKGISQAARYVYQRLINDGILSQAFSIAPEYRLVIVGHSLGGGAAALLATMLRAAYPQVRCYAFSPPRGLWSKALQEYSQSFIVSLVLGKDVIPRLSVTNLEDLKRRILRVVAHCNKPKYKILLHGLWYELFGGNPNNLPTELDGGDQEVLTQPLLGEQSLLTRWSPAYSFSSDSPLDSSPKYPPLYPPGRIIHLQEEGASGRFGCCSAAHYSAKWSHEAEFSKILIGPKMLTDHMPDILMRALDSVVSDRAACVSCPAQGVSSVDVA
CAL PDZ inh – inhibitors of human CAL PDZ peptide binding. Q9HD26. purified CAL PDZ, TMR-peptide fluorescence polarization, 1 h. inhibition, % at 20 µM. 0.02% of 330,000 active;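 active = highest replicate inhibition of at least 40%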;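 note: plate controls were DMSO neutral control wells for no effect and unlabeled competitor peptide control wells for full effect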
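Control set: unlabelled peptide and DMSO controls / Material: purified CerCALP PDZ construct / Timing: 1 h incubation at room temperature before polarization reading / Doses: 20 µM, one dose / Detection: fluorescence polarization (mP)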
Wnt act – activates Wnt/beta-catenin signaling in a reporter cell assay; activator, plate reader; activation, % at 9.35 µM; 1.2% of 300,000 active; AID 743398; in the data active = activation above about 30%, passing the limit was not always enough; inconclusive = no clear call, values can overlap the other calls;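 note: 0% = neutral control wells and 100% = positive control wells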
PvdQ inh – blocks Pseudomonas aeruginosa PvdQ acylase activity; inhibition, % at 10 µM; AID 488965; purified PvdQ acylase, fluorescence plate reader; 0.063% of 340,000 active; in the data active = inhibition above about 30%, passing the limit was not always enough; inconclusive = no clear call, values can overlap the other calls;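 note: 0% = vehicle neutral wells and 100% = reference inhibitor wells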
Tat transport – blocks Tat-dependent protein export in E. coli; 0.036% of 340,000 active; inhibition, % at 10 µM; E. coli MC4100 TorA-mCherry Tat export, fluorescence;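 active = mean replicate inhibition at least 50% and at least half of replicates individually reaching 50%; inconclusive = only one of the two criteria met; inactive = neither criterion met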;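 note: exported cargo escapes ClpAP degradation while cytoplasmic cargo is degraded and loses fluorescence; 0% = median of neutral control wells and 100% = median of NaSCN control wells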
Rtt109 Vps75 – C. albicans Rtt109 histone acetyltransferase inhibition; purified Rtt109/Vps75, ThioGlo CoA-SH fluorescence, 4 h; 0.16% of 330,000 active; inhibition, % at 34.9 µM;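 active = inhibition of at least 50% in every replicate; inconclusive = best replicate reaches 50% inhibition but some replicates fall short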
Target sequence (Q5AAJ8 whole entry, looked up): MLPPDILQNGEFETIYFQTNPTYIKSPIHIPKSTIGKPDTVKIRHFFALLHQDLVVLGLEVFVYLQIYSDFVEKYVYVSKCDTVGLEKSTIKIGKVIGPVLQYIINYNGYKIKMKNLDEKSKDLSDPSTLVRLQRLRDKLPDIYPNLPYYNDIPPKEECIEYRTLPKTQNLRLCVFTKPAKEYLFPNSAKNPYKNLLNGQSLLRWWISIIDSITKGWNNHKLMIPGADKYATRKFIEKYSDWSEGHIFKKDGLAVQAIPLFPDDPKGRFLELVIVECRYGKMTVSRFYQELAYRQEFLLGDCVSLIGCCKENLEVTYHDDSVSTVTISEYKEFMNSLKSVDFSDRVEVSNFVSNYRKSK
Numbers without * were called inactive; ? = inconclusive; . = not tested or not shown; & = joins results of further samples.

compound	AddAB inh	Rtt109 Vps75	phage Ecoli inh	Wnt act	Tat transport	PvdQ inh	E coli growth	DAGLB inh	PfHsp90 set2	CAL PDZ inh
O=C(CCSc1ccccc1)NC(=O)COC(=O)C1CCCCC1	-1.6	40	3.2	-3	21	10	-0.3	-7	35	-0.9
CCCOc1ccccc1N/C(N)=N/c1nc(C)cc(C)n1	2.2	-6	4.5	2	-9	-11	-3.2	0	-7	-2.8
O=[N+]([O-])c1ccc(-c2nnc(CNC3CCCC3)o2)cc1	1.5	8	1.9	3	6	-15	-0.1	-2	-1	7.5
Cc1ccc(-c2cc(NC(=O)CSc3n[nH]c(N)n3)n(-c3ccccc3)n2)cc1	1.9	-5	-0.4	-2	2	-14	0.4	-2	10	-1.9
COc1ccc(NC(=O)COC(=O)CCCC2=NS(=O)(=O)c3ccccc3N2)cc1	4.1	-15	4.3	-1	-6	4	-0.6	1	-6	-4.2
CCc1cc(C(=O)OC)c(NC(=O)c2cc(Br)cs2)s1	1.5	7	.	-3	6	-10	1.0	-3	-6	0.6
CCn1cc(CNC(=O)c2cccc([N+](=O)[O-])c2)cn1	2.2	-1	3.2	.	-5	-8	2.6	-3	7	0.3
CCOC(=O)C1=C(N)OC(CCl)=C(C#N)C1c1ccsc1 (stereo unspecified)	1.2	4	0.7	3	-14	-11	1.6	1	-10	-0.6
COCCN1CC(=O)N2C(c3cccc(OC)c3)c3[nH]c4ccccc4c3C[C@H]2C1=O (stereo partly specified)	-1.4	3	1.5	-2	-8	-7	-1.1	1	21	-1.5
Cc1nnc(SCC(=O)NNC(=O)c2ccco2)n1-c1cccc(Cl)c1	1.2	-2	2.8	-1	0	1	0.4	-2	-7	0.7
COC(=O)c1sccc1NC(=O)Nc1ccc(C(C)=O)cc1	.	-3	1.4	-3	1	-19	.	-2	21	-6.0
Cc1ccc(C)c(N2CCN(C(=O)COc3cc(=O)n(C)c4ccccc34)CC2)c1	0.8	-14	1.3	10	8	-10	-0.9	1	3	-0.6
CCC(C)(C(=O)NC1CCCC1)N(C)C(=O)c1ccccn1 (stereo unspecified)	0.2	14	0.3	-2	-2	2	0.8	-2	6	-2.1
COc1ccccc1C(=O)n1nc(-c2cccnc2)nc1N	0.6	3	2.5	-1	9	2	0.2	-2	12	0.7
CCN(CC)C(=O)C(=O)Nc1ccc(F)c(Cl)c1	-0.1	7	4.0	-3	-9	2	-1.6	2	12	-5.5
CSc1nc2c(C)c(C)c(C)c(C)c2[nH]1	0.4	2	0.7	1	3	-13	-1.1	-2	7	0.2
Cc1ccc(C(=O)c2cc(C)sc2N)cc1	1.3	1	4.5	-1	0	-6	1.4	-3	2	-1.8
CCCC(CCC)C(=O)NCCN1CCOCC1	1.6	-13	-3.1	-1	3	-11	-1.3	-3	-14	0.6
CCCCc1ccc(NC2=NCC(=O)N2CCc2ccccc2)cc1	1.1	3	1.2	-2	9	0	-0.1	-12	-20	0.0
O=C(Nc1ccccc1-c1nc2ccccc2[nH]1)c1ccc(S(=O)(=O)N2CCCCC2)cc1	.	22	3.0	.	16	5	.	-1	-11	-2.4
CC(C)OC(=O)C(C#N)c1nc2ccccc2nc1N1CCN(Cc2ccccc2)CC1 (stereo unspecified)	4.0	-4	2.7	1	6	-3	0.7	-3	13	0.7
COc1cc(/C=N/NC(=O)C(=O)NCC2CCCO2)ccc1OCC(=O)N1CCOCC1 (stereo unspecified)	1.6	8	2.1	3	1	-11	0.7	-2	2	-2.2
Cc1nn(S(=O)(=O)c2ccccc2)c(C)c1Sc1ccc([N+](=O)[O-])cc1	1.4	0	-0.5	.	9	-6	0.3	-5	17	-3.1
CCOc1ccccc1NC(=O)CCNS(=O)(=O)c1cccc2nonc12	2.8	-3	0.7	-2	1	-8	0.6	1	-11	-2.1
Cc1cc(N(C)NC(=S)Nc2ccccc2)nc(C)n1	0.5	3	2.5	0	-7	-13	-2.3	-1	2	-0.5
CN(C(=O)c1ccc(NC(=O)Cc2cccc(NC(=O)C3CCN(C(=O)C4CCCC4)CC3)c2)cc1)C1CCCC1	-2.8	14	1.2	-1	0	-11	-3.6	-2	-18	-1.2
COCCN=C1Sc2nc3ccc(C)cc3cc2CN1Cc1cccs1	-1.6	3	1.9	0	-2	-3	2.1	-5	7	-0.1
O=C(CN(c1ccc(Cl)cc1)S(=O)(=O)c1ccccc1)N1CCN(c2ccccc2)CC1	2.9	.	2.3	.	11	-9	1.7	0	.	-2.4
O=S(=O)(Nc1cccnc1)c1cccc(Cl)c1	0.6	-2	3.0	.	5	-1	2.7	3	-11	.
COc1ccc(Nc2ncnc3sc(C)cc23)c(OC)c1	2.3	-2	2.0	4	-2	-17	-0.2	0	-35	0.3
O=C(C1CCN(c2ncnc3c2sc2cccc(F)c23)CC1)N1CCCC1	2.9	.	-1.1	2	.	.	0.2	.	.	.
Cc1coc(C)c1C(=O)Nc1ccc2ccccc2c1	.	0	1.4	9	-6	-11	.	-4	4	-1.6
Cc1ccc(S(=O)(=O)N2CCC(C(=O)OCC(=O)NC3(C#N)CCCCC3)CC2)cc1C	-0.2	3	-1.9	1	2	-9	-0.3	2	-2	-1.7
O=C(CSc1ccc2nnc(-c3ccccn3)n2n1)Nc1cccc(F)c1	1.0	-4	2.3	-1	4	-1	-0.5	3	-4	-0.3
O=C(O)/C=C/c1nc(-c2ccccc2)n2ccccc12	2.4	3	0.1	-3	-6	9	-0.2	-1	0	-1.5
COCCCC/C(=N\OCCN)c1ccc(C(F)(F)F)cc1	-1.1&1.9&0.5&-3.6	2&7&-3&16&3	1.3&5.8&2.4&4.2	4&-3&-1&0	7&-5&-3&-2&-4	-6&-1&-8&6&0	0.3&-2.6&0.3&-0.8	0&1&1&-1&1	3&-14&9&10&0	-0.3&0.3&-0.7&0.9&-0.7
Clc1ccc2c(c1)[C@H]1OCC[C@H]1[C@@H](c1ccco1)N2	0.5	2	2.7	13&17	-2	-16	-0.9	0	-15	-1.3
COc1ccccc1C(=O)COC(=O)c1cccc(-n2cnnn2)c1	1.2	0	0.9	8	-5	-10	-2.5	0	6	-1.0
Cc1ccc2c(c1)Oc1ccc(NC(=O)CCl)cc1C(=O)N2	3.7	-1	2.6	0	-4	-13	-2.9	1	8	-3.7
O=C(COC(=O)CNC(=O)c1ccco1)Nc1ncc(Cl)cc1Cl	1.1	3	-0.8	1	-3	-14	2.1	3	-2	1.0
O=S(=O)(c1ccccc1)C(/C=N\O)/C=C/c1ccccc1 (stereo unspecified)	0.7	1	2.9	8	1	-4	0.1	2	0	0.2
O=C1CCC(C(=O)OCc2nnc(-c3ccccc3)o2)=NN1	-0.9	-9	4.8	3	-4	-13	2.8	0	.	-1.7
COc1ccc(C(=O)CNc2ccc(C)cc2C)cc1	5.7	-3	-2.6	?	-2	2	0.2	-4	8	0.2
COc1cccc(C(=O)CC(=O)C(=O)Nc2ccc([N+](=O)[O-])cc2C)c1	0.5	4	1.4	0	2	-9	0.1	7	3	-2.7
O=C(NCC1CCCO1)c1nn2c(C(F)(F)F)cc(-c3ccc(Br)o3)nc2c1Br (stereo unspecified)	3.4	1	1.2	0	2	3	0.8	-3	0	-2.2
Cc1cccc(NC(=O)c2ccccc2NC(=O)C2CCCCC2)c1C	2.7	0	3.2	1	-2	7	-1.3	-11	-1	-3.1
CCC(C(=O)NC(C)CCc1ccco1)n1nc(C)n2c(cc3occc32)c1=O (stereo unspecified)	0.2	16	3.3	.	-1	5	1.1	-4	7	0.8
COc1ccc(C)cc1NC(=O)c1sc2ncnc(N3CCN(c4ccccn4)CC3)c2c1C	1.8	-9	1.8	-2	8	-1	1.3	-3	-11	-1.3
COc1cc(Br)c(CC(=O)NC2CC2)cc1OC	-2.2	3	2.2	1	-1	-4	1.4	2	-6	-2.8
CCOc1ccc(NC(=O)C2CCN(S(C)(=O)=O)CC2)cc1	2.1	-9	1.0	0	0	-4	-1.2	-2	4	-0.3
CCC(C)(C)NC(=O)C(c1ccc(C)cc1)N(Cc1ccco1)C(=O)CCC(=O)Nc1nccs1 (stereo unspecified)	5.7	-5	2.6	.	8	1	0.9	-1	-92	-2.3
O=C(N[C@@H]1c2ccccc2CC[C@@H]1OCc1ccccc1)c1ccc(C(F)(F)F)cc1	0.1	-15	-0.7	-1	7	-9	0.9	-4	-19	0.7
CCOc1ccccc1-n1nnnc1SCC(=O)Nc1cc2oc3ccccc3c2cc1OC	1.9	-3	2.8	12	1	-6	-0.2	6	-23	-1.9
Cc1cccc(NC(=O)N2CCCCCC2)c1C	5.2	11	3.3	-1	-1	-1	2.8	-1	4	0.6
N/C(=N\OC(=O)/C=C/c1ccccc1)c1cccnc1	2.6	-2	2.8	.	11	-3	1.6	-2	0	-0.2
COc1ccc(C2C(C#N)=C(N)Oc3c2oc(CO)cc3=O)cc1 (stereo unspecified)	2.2	.	2.0	4	2	6	-1.2	0	16	-2.6
Cc1cccc(C)c1NC(=O)CCCN1CC(C)OC(C)C1 (stereo unspecified)	0.5	-5	0.6	.	8	-12	-1.6	2	-5	-1.3
COCCN(CC(=O)Nc1cccc(C)c1C)C(=O)Cn1cnc2ccccc2c1=O	.	-9	1.9	-1	12	-13	.	3	-13	-0.7
C/C(=N\S(=O)(=O)c1ccc(C)cc1)NC(=S)Nc1ccc(C)cc1	1.0	12	3.8	-1	-10	-10	2.6	2	3	0.2
COC(=O)Cn1c(=O)c2c(nc3n2CC(C)CN3CCc2ccccc2)n(C)c1=O (stereo unspecified)	.	-22	-0.1	0	9	-15	.	1	-7	-0.6

Three compounds already listed, sorted by the value under Wnt act, highest first:
mol | Wnt act
COc1cc(Br)c(CC(=O)NC2CC2)cc1OC | 1
CCOc1ccccc1NC(=O)CCNS(=O)(=O)c1cccc2nonc12 | -2
CCc1cc(C(=O)OC)c(NC(=O)c2cc(Br)cs2)s1 | -3

(cont.)
compound	AddAB inh	Rtt109 Vps75	phage Ecoli inh	Wnt act	Tat transport	PvdQ inh	E coli growth	DAGLB inh	PfHsp90 set2	CAL PDZ inh
CC(NC(=O)c1ccc(Br)cc1)c1ccc2c(c1)CCCC2 (stereo unspecified)	1.0	-3	2.0	-1	0	-11	0.3	-11	105*	-2.0
CCC(=O)NCc1cc(-c2nn(C)c(=O)c3ccccc23)ccc1OC	0.2	-26	1.8	0	6	-15	0.8	1	15	-0.8
Cc1cc(C)[n+](-c2ccc(C(C)C)cc2)c2[nH]c(=O)[nH]c(=O)c12	2.4	-105	2.6	.	-4	-14	-0.9	-1	2	-0.5
COCCn1nnnc1C(c1ccc(Cl)cc1)N1CCN(C(=O)c2ccco2)CC1 (stereo unspecified)	0.3	2	1.7	-1	16	-12	0.6	3	2	-1.2
Cc1ccc(Nc2nc(=O)c3cc([N+](=O)[O-])ccc3s2)cc1	0.7	-6	-5.3	2	9	-23	3.3	3	-3	-0.6
CCC(C)NC(=O)CC(c1ccccc1)c1cc(C)ccc1O (stereo unspecified)	-0.9	-6	3.0	-1	-10	-18	-1.3	0	-17	-0.7

High-throughput results (PubChem)
